Compound activity as filed in PubChem.
DAGLB inhibitor: diacylglycerol lipase beta (human) inhibition. Q8NCG7. HEK293T DAGLB membrane lysate, EnzChek fluorogenic substrate. inhibition, % at 5.17 µM. 340,000 tested, 0.059% active; in the data active = inhibition above about 34%;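 also: 0% = enzyme with vehicle and 100% = wells lacking enzyme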
CDK5 inh: inhibitors of human CDK5/p35 kinase. Q00535+Q15078. Recombinant CDK5/p35, ADP-Glo luminescence, 60 min. inhibition, % at 10 µM. 330,000 tested, 0.01% active;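 active = highest replicate inhibition of at least 50% and at least 75% of replicates reaching 50%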;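 also: plate controls were DMSO neutral control for no effect and GW8510 at 10 µM for full effect; many of its hits are not listed in these tables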
HTR5A ag ctr: HTR5A agonism, opioid heterodimer counter-screen | AID 504692 | activation, % at 9.3 µM | 340,000 tested, 0.61% active | P47898 | HTR5A agonist assay, luminescence, cell-based; in the data active = activation mostly above about 9.5%, no sharp cut-off; inactive = mostly below about 7.6%;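 also: 0% = cells with vehicle only and 100% = reference agonist; strong numbers were not always called active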
Target sequence (P47898 whole entry, looked up): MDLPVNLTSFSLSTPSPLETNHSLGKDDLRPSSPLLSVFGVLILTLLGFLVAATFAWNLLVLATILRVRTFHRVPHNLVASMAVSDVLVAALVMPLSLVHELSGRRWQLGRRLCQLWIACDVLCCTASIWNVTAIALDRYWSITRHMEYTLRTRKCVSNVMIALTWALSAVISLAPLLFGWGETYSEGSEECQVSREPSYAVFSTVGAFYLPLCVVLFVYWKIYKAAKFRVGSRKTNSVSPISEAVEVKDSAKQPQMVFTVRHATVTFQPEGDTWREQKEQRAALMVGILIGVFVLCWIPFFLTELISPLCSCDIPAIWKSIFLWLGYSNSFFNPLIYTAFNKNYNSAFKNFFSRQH
PKA-R1A activ: activates the PKA-R1A holoenzyme complex. AID 504707. 340,000 tested, 0.083% active. activation, % at 11.4 µM. PKA-R1A dissociation, Cy5-IP20 fluorescence polarization; scaled: DMSO 0%, 113 µM cGMP 100%;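 active = percent activation above the mean of all tested compounds plus 3 SD, cut at about 19% in these data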;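 also: higher means more PKAc released from R1A so a rise in polarization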
HTR5A inv ag: HTR5A inverse agonism, opioid heterodimer counter-screen. P47898. AID 504634. HTR5A cell line, luminescence. inhibition, % at 9.3 µM. 340,000 tested, 0.083% active; in the data active = inhibition mostly above about 23%, no sharp cut-off; inactive = mostly below about 18%;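 also: 0% = cells with DMSO and 100% = no-cell wells with DMSO; some compounds called inactive have numbers as strong as hits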
E coli growth: reduces bacterial viability in AddAB counter-screen | E. coli V3065 growth, OD600 absorbance, 18 h | inhibition, % at 11.9 µM | 330,000 tested, 0.27% active | AID 449728;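 active = inhibition above the campaign's mean inhibition across all tested compounds plus 3 SD, cut at about 9.9% in these data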;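 also: uninfected addAB+ strain grown without phage in ampicillin broth; 0% = DMSO wells and 100% = ciprofloxacin 0.95 µg/ml wells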
SUMO Mot1 rescue: blocks SUMOylation pathway, rescuing yeast Mot1-301 growth; 320,000 tested, 1% active; S. cerevisiae Mot1-301 growth rescue, ATP luminescence, 38.5C; percent above DMSO median, 100 means doubled; AID 2716; growth rescue, % at 18.8 µM;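 active = every valid replicate shows activation above 250% relative to neutral control wells; inactive = the rest, any valid replicate at or below 250%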;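 also: OY570 slx delta 5 strain wells were the positive control but not used for scaling; some compounds called inactive have numbers as strong as hits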
Tat transport: E. coli Tat transport inhibition; E. coli MC4100 TorA-mCherry Tat export, fluorescence; inhibition, % at 10 µM; 340,000 tested, 0.036% active;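 active = mean replicate inhibition at least 50% and at least half of replicates individually reaching 50%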;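 also: exported cargo escapes ClpAP degradation while cytoplasmic cargo is degraded and loses fluorescence; 0% = median of neutral control wells and 100% = median of NaSCN control wells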
PKA-R2B act: activates the human PKA-R2B holoenzyme complex. P22694+P31323. PKA-R2B holoenzyme dissociation, Cy5-IP20 fluorescence polarization; R2B truncated from residue 108, S112A mutant; 0% DMSO only, 100% 113 µM cGMP. activation, % at 11.4 µM. 340,000 tested, 0.079% active. AID 504700;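 active = activation above a cutoff set at the mean over all compounds plus 3 SD, cut at about 18% in these data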;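 also: higher means more holoenzyme dissociation and a rise in polarization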
Target sequence (P31323 whole entry, looked up, other chains not shown, the tested form may be a part): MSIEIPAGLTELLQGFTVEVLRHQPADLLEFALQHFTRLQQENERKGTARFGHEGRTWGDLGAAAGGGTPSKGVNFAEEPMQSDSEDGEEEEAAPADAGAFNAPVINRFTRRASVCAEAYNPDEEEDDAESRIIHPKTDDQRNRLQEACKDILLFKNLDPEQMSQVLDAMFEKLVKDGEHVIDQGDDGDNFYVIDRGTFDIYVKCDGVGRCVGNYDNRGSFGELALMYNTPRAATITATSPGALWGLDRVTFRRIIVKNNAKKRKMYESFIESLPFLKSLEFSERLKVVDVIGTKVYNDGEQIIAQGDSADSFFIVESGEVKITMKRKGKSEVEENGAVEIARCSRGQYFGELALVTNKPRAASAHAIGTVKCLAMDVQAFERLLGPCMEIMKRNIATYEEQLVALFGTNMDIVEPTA
AddAB inh: less growth of phage-infected E. coli with AddAB | E. coli expressing H. pylori AddAB, absorbance growth | inhibition, % at 11.9 µM | 330,000 tested, 0.29% active; in the data active = inhibition above about 12%;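 also: 0% = vehicle wells of infected cells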
phage Ecoli inh: E. coli growth loss with phage present | growth absorbance | inhibition, % at 11.9 µM | 360,000 tested, 0.26% active | AID 651602; in the data active = inhibition above about 11%
Active calls of the source: *; / = no result given.

SMILES | DAGLB inhibitor | CDK5 inh | HTR5A ag ctr | PKA-R1A activ | HTR5A inv ag | E coli growth | SUMO Mot1 rescue | Tat transport | PKA-R2B act | AddAB inh | phage Ecoli inh
CCNC(=S)Nc1cccc(S(=O)(=O)Nc2ccccc2OC)c1 | 0 | -0.1 | 2 | 0 | 9 | -3.1 | 4 | -5 | -13 | -0.5 | -0.7
COC(=O)C1=C(N)OC2=C(C(=O)CC(C)(C)C2)C1c1cccnc1 (stereo unspecified) | -1 | -0.1 | -1 | -1 | -7 | -1.5 | -15 | -4 | 1 | 1.1 | 1.2
CN1C(=O)C(O)(CC(=O)c2ccncc2)c2ccccc21 (stereo unspecified) | -4 | -0.5 | 0 | 4 | -26 | 0.6 | 13 | -1 | -3 | 0.1 | 2.5
COc1ccc(-c2nc(CN3CCC(C(=O)N4CCc5ccccc54)CC3)c(C)o2)cc1OC | 0 | 0.4 | 2 | -4 | -20 | -2.5 | -5 | 3 | -14 | -0.7 | 1.9
CCSc1nc(-c2ccccc2)cc(=O)[nH]1 | -5 | -0.2 | 5 | 1 | -16 | -2.8 | 18 | -17 | -2 | 0.9 | 3.6
Cc1cc(NC(=O)CSc2nc(=O)n(CCCN(C)C)c3c2CCCC3)no1 | 3 | -2.4 | -10 | -1 | 24 | -0.8 | 5 | -1 | -3 | 0.0 | 1.3
O=C(Cn1cc(COc2c(F)c(F)c(Br)c(F)c2F)nn1)c1ccc(O)cc1 | 1 | -0.3 | 1 | -8 | -3 | / | / | 9 | -6 | / | 2.2
O=C(N/N=C/c1ccc(Br)s1)c1ccco1 | -3 | 2.0 | -1 | 10 | 4 | 0.2 | -2 | 9 | 5 | 2.1 | 4.5
COc1ccc(C2CC(c3ccccc3)=NN2C(=O)COC(=O)c2cnc(Cl)c(Cl)c2)cc1 (stereo unspecified) | 2 | 0.7 | 0 | -5 | -5 | -0.4 | -17 | -5 | -3 | 4.5 | 2.4
O=C(CCCCCNC(=O)c1ccccc1)N/N=C/c1ccccc1 | -1 | -0.3 | 0 | 11 | -22 | 0.6 | 12 | -4 | 17 | 5.2 | 1.8
O=C(c1ccc([N+](=O)[O-])cc1)N1CCN(C2=NS(=O)(=O)c3ccccc32)CC1 | 2 | -11 | 0 | -11 | -1 | -3.1 | -19 | 21 | 0 | -2.3 | -1.5
COc1ccc(/C=C/c2c(-c3ccc(OC)cc3)oc3cccnc23)cc1 | -3 | -3.0 | 11 | -2 | -13 | -1.9 | -14 | 17 | -4 | 1.8 | -0.6
Cc1ccc(NS(=O)(=O)c2cccc(C(=O)n3ncc(C#N)c3N)c2)c(C)c1 | 2 | -1.0 | -2 | 6 | -2 | 2.4 | -30 | -3 | 6 | 5.6 | 1.7
Cc1ccc(-n2ncc3c(SCC(=O)Nc4cc(C)on4)ncnc32)c(C)c1 | -1 | 0.8 | 5 | -14 | 41 | 1.5 | 70 | -5 | -4 | 1.9 | 0.0
CCCCn1c(-c2ccc(C(C)(C)C)cc2)nc2cc3[nH]c(=O)c(C(C)C)nc3cc21 | 0 | 0.5 | 4 | -2 | -11 | 1.8 | 40 | 5 | -21 | 2.1 | -3.7
Cc1c(C(=O)c2ccc([N+](=O)[O-])cc2)c(=O)n(C)c(=O)n1C | 1 | 0.8 | 5 | 8 | -12 | -0.4 | 19 | 12 | 9 | 4.0 | 0.9
O=C(Nc1ccc2c(c1)OCO2)c1cccc(Cl)c1 | -2 | 0.6 | -4 | -4 | -6 | 0.1 | 7 | -3 | 1 | 3.7 | 1.6
Clc1ccc(-n2nnnc2-c2ccccc2)cc1Cl | -7 | -1.0 | 2 | -8 | -17 | 0.0 | 10 | 5 | -7 | -0.1 | 4.0
Cc1cc(-c2nnc(CCC(=O)N(C)C(C)c3cccs3)o2)no1 (stereo unspecified) | -1 | -1.7 | -1 | 1 | 21 | 0.3 | -9 | 20 | 0 | -0.1 | 2.5
c1coc(CN(Cc2cccs2)Cc2nnnn2C2CCCCC2)c1 | -3 | 0.4 | -2 | -3 | -2 | 1.8 | 8 | 0 | 2 | 0.8 | 1.0
Cn1cnnc1SCC(=O)Nc1ccc(N2CCOCC2)cc1 | -1 | 0.3 | 0 | 0 | -1 | -0.2 | -4 | -2 | -3 | -1.8 | -2.6
O=C(Nc1ccccc1)c1ccn[nH]1 | -1 | -1.0 | -3 | -5 | 2 | 0.7 | -16 | -8 | -8 | 2.8 | 1.5
Cc1nc2ccccn2c1C(=O)Nc1ccc(Cl)cc1 | 1 | -0.5 | 1 | -3 | -4 | -0.7 | 10 | -8 | -3 | 1.4 | 3.4
CC(C(=O)N1CCCc2ccccc21)N1CCN(S(=O)(=O)c2ccccc2F)CC1 (stereo unspecified) | -1 | 0.1 | 3 | 2 | -13 | 1.2 | 20 | 11 | 7 | 3.1 | 2.9
Cc1cccc(C(=O)NC(C(=O)Nc2ccccc2N2CCOCC2)C(C)C)c1 (stereo unspecified) | 0 | -1.4 | 3 | 4 | -10 | 0.4 | -11 | -8 | -5 | 1.7 | 2.5
Cc1ccc(S(=O)(=O)N(C)C)cc1NC(=O)C(C)OC(=O)C1CCC1 (stereo unspecified) | -3 | 1.0 | 5 | -1 | 5 | -1.3 | -3 | 2 | 3 | -0.8 | 2.6
COc1cnc(SC(C)C)[nH]c1=O | 2 | -0.3 | 2 | -8 | -5 | -0.5 | 14 | 0 | -1 | 0.8 | 2.0
CC(C)C(=O)NNC(=O)c1ccccn1 | 1 | 0.7 | -3 | 2 | 8 | -3.3 | 438 | 10 | -1 | -6.9 | -0.8
CCOC(=O)c1c(C)[nH]c(C(=O)CSc2nnnn2-c2ccccc2)c1C | -2 | -1.1 | 3 | 1 | 19 | -3.9 | -11 | -9 | 10 | 2.9 | 1.4
COc1ccc(OCC(=O)Nc2ccc(N3CCN(C(=O)c4ccco4)CC3)cc2)cc1 | 2 | -1.0 | 1 | 5 | 7 | -1.4 | -4 | 9 | -7 | 0.4 | 2.3
CCN(CC)S(=O)(=O)c1ccc2c(c1)N(CC(=O)NCCCN1CC(C)CC(C)C1)C(=O)CO2 (stereo unspecified) | -1 | -3.1 | -1 | -7 | 6 | -5.7 | / | -3 | 6 | 0.7 | 1.9
CCN(CC)c1ccc2c(O)cc(=O)oc2c1 | 9 | -2.3 | 3 | -9 | 4 | -1.4 | -14 | 0 | -6 | 1.5 | 1.0
CCC(c1ccccc1)c1nc(-c2cccnc2)no1 (stereo unspecified) | -3 | 1.4 | -1 | -8 | 11 | -1.1 | 8 | -6 | -2 | 0.0 | 3.7
N#C/C(=C\C=C\c1ccccc1[N+](=O)[O-])C(=O)NC1CCCCC1 | -1 | 0.0 | 2 | -1 | 29 | -0.1 | -22 | 8 | -6 | 1.1 | /
O=C(CCS(=O)(=O)c1ccc(Br)cc1)Nc1ccc(Br)cc1F | -2 | 0.4 | 9 | 7 | -31 | -0.5 | 24 | 7 | -5 | 2.4 | 1.0
Cc1csc2nc(CNS(=O)(=O)c3ccc4c(c3)CCCC4)cn12 | 0 | -0.9 | 1 | 2 | -6 | 2.1 | -9 | -2 | 0 | -2.1 | 1.1
Cc1ccc(C)n1-c1ncn[nH]1 | 1 | 1.1 | 1 | -1 | 7 | 0.9 | 161 | -8 | 0 | 2.5 | 1.2
CC1CN(c2ccccc2)CCN1Cc1nc(Cc2ccccc2)no1 (stereo unspecified) | -2 | -1.1 | 2 | -5 | -5 | 0.0 | -6 | 3 | 7 | -0.4 | 2.7
Cc1ccccc1OCC(=O)N/N=C/c1ccco1 | 0 | -0.6 | 0 | -10 | 5 | 1.5 | 617 | -4 | 4 | 3.0 | 4.2
CCN1CCc2c(sc(NC(=O)C3CCCCC3)c2C(=O)OC)C1 | 2 | -1.0 | 2 | 8 | -43 | -1.5 | -9 | 4 | 2 | -1.7 | 3.0
Cc1cc(C)n(CC(=O)NCc2ccccc2)c(=O)c1C#N | 0 | 0.1 | 0 | -4 | 2 | 0.4 | 1 | 2 | -1 | -1.0 | 2.8
CCOC(=O)CNC(=O)C1Cc2ccccc2CN1S(=O)(=O)c1cccs1 (stereo unspecified) | -1 | 0.2 | 1 | -2 | -13 | -0.1 | / | 2 | -4 | -0.3 | 3.6
O=C(O)CCN1C(=O)c2ccc(NC(=O)Cc3ccc(Cl)cc3)cc2C1=O | 0 | 1.5 | -1 | 4 | 5 | 1.9 | 472 | -4 | -18 | 5.6 | 2.2
CC(CN(C)Cc1nc(Cc2cccc(C(F)(F)F)c2)no1)CN1CCCC1 (stereo unspecified) | 1 | -4.0 | -2 | 3 | 5 | 1.1 | -13 | 8 | -3 | 4.3 | 1.6
COc1ccccc1NC(=O)Cc1nnc(SCC(=O)NC2CCCCC2C)n1C (stereo unspecified) | 0 | 0.5 | -6 | -3 | 17 | 0.7 | 267 | -10 | 8 | 3.9 | 0.5
CCc1nn(CC(=O)N2CCC(C(N)=O)CC2)c(=O)c2cc3occc3n12 | 1 | 1.3 | -2 | 1 | -3 | 1.6 | -7 | -10 | -5 | 3.4 | 3.6
Cc1ccc(CN2CCN(Cc3ccccc3)C(CCO)C2)s1 (stereo unspecified) | -1 | 0.4 | 0 | -8 | -12 | -1.7 | 353 | -2 | -5 | 0.7 | 4.0
